Assay outcomes from PubChem BioAssay.
MsrA inh: inhibitors of bovine MsrA; purified bovine MsrA, absorbance read-out; inhibition, % at 15.5 µM; 360,000 compounds, 0.75% hits; in the data active = inhibition above about 4.5%;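 note: 0% = vehicle wells with enzyme and 100% = reference inhibitor wells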
CendR NRP1 mod: alters CendR peptide binding to human NRP-1; O14786; FAM-RPARPAR peptide binding to NRP-1, fluorescence polarization; inhibition, % at 25 µM; 360,000 compounds, 0.85% hits; AID 602438;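 active = inhibition or corrected inhibition above about 18%, plus a signal ratio from 0.5 to 1.5, limit read from the data, passing the limit was not always enough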; note: strong numbers were not always called active
eLon inh: E. coli protease La inhibition. purified E. coli Lon protease, fluorescence polarization. 360,000 compounds, 0.42% hits. P0A9M0. inhibition, % at 7.94 µM; in the data active = inhibition above about 13%, passing the limit was not always enough;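 note: 0% = enzyme with probe and DMSO and 100% = no enzyme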
MT1-MMP act inh: MT1-MMP (human) activation inhibition | 360,000 compounds, 0.061% hits | AID 651647 | HT1080 RFP-PRO-GFP cells, GFP/RFP ratio fluorescence, overnight; percent of plate control window, DMSO zero | GFP/RFP ratio change, % at 20 µM;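 active = GFP/RFP ratio change of at least 30% with cell ATP level not reduced by more than half and red fluorescence within 50% of control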; note: strong numbers were not always called active
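Assay system: HT1080 cells carrying an RFP-PRO-GFP reporter | Dosing: Single dose of 20 µM compound, 1% DMSO final | Incubation: Cells overnight before dosing, compound overnight, 37 °C, 5% CO2 | Evaluation: GFP/RFP fluorescence ratio | Control set: DMSO and RFP-L50D-GFP cell wells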
Neddyl block: blocks human cullin neddylation | calls only at 25 µM | TR-FRET cullin neddylation, biochemical | AID 651699 | P61081+Q13564 | 360,000 compounds, 0.58% hits; in the data active = inhibition above about 36%
Rin1-Abl PPI inh: inhibitors of human Rin1-Abl protein interaction | TR-FRET Rin1/Abl binding, biochemical | inhibition, % at 7.35 µM | P00519+Q13671 | 360,000 compounds, 0.4% hits | AID 588664; in the data active = inhibition above about 5%, passing the limit was not always enough
SKN-1 inh: blocks SKN-1 activity in C. elegans; C. elegans VP596 Pgst-4::GFP/RFP ratio, acrylamide-induced, 24 h; inhibition, % at 21.8 µM; 360,000 compounds, 0.49% hits;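 active = interference check ratio from 0.5 to 1.5 plus GFP to RFP signal ratio inhibition reaching or exceeding a fixed threshold, cut at about 30% in these data, passing the limit was not always enough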; note: some compounds called inactive have numbers as strong as hits
MsrA act: bovine methionine sulfoxide reductase A activation; activation, % at 10.6 µM; purified bovine MsrA, absorbance read-out; 360,000 compounds, 0.3% hits; AID 602163; in the data active = activation above about 7.5%;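 note: 0% = vehicle and 100% = reference activator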
FAS-TE inh: blocks the thioesterase domain of human fatty acid synthase. 360,000 compounds, 0.67% hits. P49327. inhibition, % at 15 µM. recombinant FAS-TE, OMFH fluorogenic substrate, fluorescence endpoint;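 active = compounds whose normalised, plate-corrected inhibition of enzyme fluorescence in the single-dose primary screen is 50% or more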;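 note: 0% = DMSO with enzyme and 100% = substrate without enzyme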
Target sequence (P49327 whole entry, looked up, the tested form may be a part): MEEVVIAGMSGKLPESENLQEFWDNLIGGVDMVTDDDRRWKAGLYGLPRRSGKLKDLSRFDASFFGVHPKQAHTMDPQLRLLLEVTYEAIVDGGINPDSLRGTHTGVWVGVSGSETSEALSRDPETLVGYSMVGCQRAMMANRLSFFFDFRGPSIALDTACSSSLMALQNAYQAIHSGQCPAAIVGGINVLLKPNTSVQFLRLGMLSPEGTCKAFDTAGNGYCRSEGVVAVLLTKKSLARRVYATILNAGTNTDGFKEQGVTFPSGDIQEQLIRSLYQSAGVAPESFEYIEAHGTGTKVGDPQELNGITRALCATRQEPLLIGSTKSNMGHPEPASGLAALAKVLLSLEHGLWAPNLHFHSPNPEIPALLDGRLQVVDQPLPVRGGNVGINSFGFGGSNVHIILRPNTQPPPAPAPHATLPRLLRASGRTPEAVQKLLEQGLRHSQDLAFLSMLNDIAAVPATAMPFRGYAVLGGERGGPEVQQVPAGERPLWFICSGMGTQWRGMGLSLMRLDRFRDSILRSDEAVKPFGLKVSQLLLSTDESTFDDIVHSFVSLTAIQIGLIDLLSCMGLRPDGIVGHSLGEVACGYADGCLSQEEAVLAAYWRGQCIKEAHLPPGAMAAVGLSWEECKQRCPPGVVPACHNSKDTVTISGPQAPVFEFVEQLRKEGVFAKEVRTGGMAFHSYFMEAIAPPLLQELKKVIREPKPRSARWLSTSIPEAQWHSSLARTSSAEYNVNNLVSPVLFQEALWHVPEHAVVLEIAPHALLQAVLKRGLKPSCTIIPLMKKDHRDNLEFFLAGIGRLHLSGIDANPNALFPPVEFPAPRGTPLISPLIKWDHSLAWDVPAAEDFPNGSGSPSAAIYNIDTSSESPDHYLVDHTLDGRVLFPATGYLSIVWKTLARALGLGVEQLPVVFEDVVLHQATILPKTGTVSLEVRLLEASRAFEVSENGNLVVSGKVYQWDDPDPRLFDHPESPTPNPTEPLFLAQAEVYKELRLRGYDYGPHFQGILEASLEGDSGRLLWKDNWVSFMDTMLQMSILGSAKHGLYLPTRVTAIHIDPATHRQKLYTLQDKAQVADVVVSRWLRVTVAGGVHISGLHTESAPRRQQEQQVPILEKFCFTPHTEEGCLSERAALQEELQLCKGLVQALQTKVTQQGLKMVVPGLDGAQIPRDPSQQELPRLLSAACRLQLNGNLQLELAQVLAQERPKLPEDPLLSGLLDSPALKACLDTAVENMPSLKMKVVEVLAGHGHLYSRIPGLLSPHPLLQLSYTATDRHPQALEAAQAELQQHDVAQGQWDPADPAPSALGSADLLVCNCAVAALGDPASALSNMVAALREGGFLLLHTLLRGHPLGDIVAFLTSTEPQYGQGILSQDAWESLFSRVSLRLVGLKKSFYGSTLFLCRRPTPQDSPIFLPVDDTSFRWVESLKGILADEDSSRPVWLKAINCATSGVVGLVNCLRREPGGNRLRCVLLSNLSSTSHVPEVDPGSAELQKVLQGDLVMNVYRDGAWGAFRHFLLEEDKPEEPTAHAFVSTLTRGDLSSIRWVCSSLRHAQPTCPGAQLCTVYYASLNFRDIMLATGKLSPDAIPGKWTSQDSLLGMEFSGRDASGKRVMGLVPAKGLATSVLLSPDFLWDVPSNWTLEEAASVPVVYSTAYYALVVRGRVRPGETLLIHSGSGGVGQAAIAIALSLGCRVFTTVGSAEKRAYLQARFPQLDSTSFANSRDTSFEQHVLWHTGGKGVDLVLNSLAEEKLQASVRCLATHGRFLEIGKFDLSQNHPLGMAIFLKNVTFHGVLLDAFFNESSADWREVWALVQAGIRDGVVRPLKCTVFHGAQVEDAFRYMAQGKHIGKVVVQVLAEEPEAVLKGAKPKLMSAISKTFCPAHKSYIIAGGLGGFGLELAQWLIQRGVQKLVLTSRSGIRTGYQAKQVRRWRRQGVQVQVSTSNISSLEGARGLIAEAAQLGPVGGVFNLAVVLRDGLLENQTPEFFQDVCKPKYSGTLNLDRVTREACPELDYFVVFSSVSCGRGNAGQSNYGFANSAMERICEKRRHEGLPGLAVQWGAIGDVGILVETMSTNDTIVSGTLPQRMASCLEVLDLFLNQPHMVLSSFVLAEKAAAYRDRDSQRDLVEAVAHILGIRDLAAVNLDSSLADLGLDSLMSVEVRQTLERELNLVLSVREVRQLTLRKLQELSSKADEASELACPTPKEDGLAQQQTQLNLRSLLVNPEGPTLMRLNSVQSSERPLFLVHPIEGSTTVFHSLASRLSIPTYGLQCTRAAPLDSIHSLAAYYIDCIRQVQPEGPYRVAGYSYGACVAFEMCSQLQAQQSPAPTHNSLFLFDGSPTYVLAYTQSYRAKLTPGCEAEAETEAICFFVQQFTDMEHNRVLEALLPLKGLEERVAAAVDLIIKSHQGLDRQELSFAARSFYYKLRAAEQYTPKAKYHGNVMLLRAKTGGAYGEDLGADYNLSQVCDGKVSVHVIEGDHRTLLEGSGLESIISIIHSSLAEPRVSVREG
* hit, by the source's call; i = inactive; nt = no result given; + = active, no number.

Sequence of screens – MsrA inh, CendR NRP1 mod, eLon inh, MT1-MMP act inh, Neddyl block, Rin1-Abl PPI inh, SKN-1 inh, MsrA act, FAS-TE inh
Cc1ccc(CN2CCN(CC(=O)N=Nc3c(O)[nH]c4ccccc34)CC2)cc1
→ 0.6, -4, 5, -1, i, -5, 2, -5, -3
CN(c1ccc(C(=O)NC2CC2)cc1)S(=O)(=O)c1ccccc1
→ -2.2, -4, 5, 0, i, 0, -42, -10, -16
Cn1ccnc1C(=O)c1ccc(S(=O)(=O)N2CCCC2)cc1
→ 1.9, 12, 0, 4, i, 2, 2, -3, -3
O=C(Cn1[nH]c(=O)c2ccccc2c1=O)N1CCN(S(=O)(=O)c2ccc(Cl)cc2)CC1
→ -0.9, -8, 5, 0, i, 0, 11, -1, -4
CC(C)(C)c1ccccc1OCC(=O)NCc1ccccc1
→ -0.6, 0, 5, -3, i, -2, 10, -3, 10
COc1cc(/C=N/NC(=O)c2cc(-c3cccc(Br)c3)nc3ccccc23)cc(OC)c1O
→ 2.4, -2, 8, 3, i, -1, -2, -7, 6
CCOC(=O)N1CCN(C(=O)c2ccc(Cl)c(S(=O)(=O)Nc3ccccc3)c2)CC1
→ -0.2, -4, -4, 4, i, 0, -1, -2, -4
COc1cc(C(=O)NC(CCSC)C(=O)OCC(=O)NC(=O)C2CCCCC2)cc(OC)c1OC (centres undefined)
→ 0.7, 4, -5, 2, i, 2, 5, -5, -5
O=C1NN=C(CSc2n[nH]c(=S)s2)CS1
→ -0.1, 12, 6, 0, i, 2, -8, 8, -1
COc1ccc(/C=C2\CCCC3C2=NN(C(=O)CSc2n[nH]c(N)n2)C3c2ccc(OC)cc2)cc1 (centres undefined)
→ 1.5, 6, 5, 1, +, 3, 2, -4, -41
CSCCC(NC(=O)COc1ccccc1)C(=O)N1CCCCCC1 (centres undefined)
→ -0.5, 5, 0, -5, i, 1, -11, -3, 6
Cc1ccc(OC/C(O)=C(\C#N)c2nc3ccccc3s2)cc1
→ 2.0, 6, 1, 1, i, -1, 4, -3, 0
Cc1ccc(/C=C/c2onc(C)c2S(=O)(=O)N2CCC(C(=O)N3CCN(C)CC3)CC2)cc1
→ 3.0, 3, -11, 1, i, -6, 6, -2, 1
COc1ccc(C(CCN2CCOCC2)c2c(O)cc(OC)cc2OC)cc1 (centres undefined)
→ 0.5, 5, -3, -2, i, 1, -13, -4, -5
COc1ccc(-n2c(COc3ccc(Cl)cc3)nnc2SCc2ccc(C#N)cc2)cc1
→ 0.4, 4, -11, 7, i, 6, 8, -3, 28
COCCn1c(SCC(=O)Nc2ccc(C(C)=O)cc2)nnc1-c1ccco1
→ -0.9, 11, 4, 1, i, -3, -29, -10, -5
CC(C)c1ccc(S(=O)(=O)NCCCN2CCOCC2)cc1
→ -0.2, -3, 2, -3, i, 4, 4, -4, -8
C/C=C/C(=O)OCc1csc(CC(=O)Nc2ccccc2C)n1
→ 1.0, 3, -1, -3, i, 3, 7, 5, -6
COc1cccc(NC(=O)C2CCCC2)c1
→ -0.1, 7, -6, -1, i, 1, 7, 1, -13
CCNC(=O)N1C(=O)C2(OCCO2)c2ccccc21
→ -1.0, 10, 0, 6, i, -1, 17, 0, -6
CC(NC(=O)C(=O)N1CCOCC1)C(c1cccs1)N1CCN(c2ccc(F)cc2)CC1 (centres undefined)
→ 0.6, 0, -8, -3, i, -4, 3, -2, -3
C#CCNC(=O)C[C@@H]1C[C@@]2(C(=O)OC)CC(C)(C)CC=C2N(CCCCCCCC)C1=O
→ -0.4, 6, nt, -4, i, nt, 4, nt, nt
CCCCOc1cccc(C(=O)N(Cc2cccs2)C2CCS(=O)(=O)C2)c1 (centres undefined)
→ 1.4, -4, 5, 2, i, 0, 9, -2, 14
Cc1noc(C)c1C(=O)N1CCCC(Nc2ccc(C(C)C)cc2)C1 (centres undefined)
→ -1.1, 12, -4, -5, i, -2, 5, -3, 0
O=C(CCCC(=O)n1cnc2ccccc21)n1cnc2ccccc21
→ -1.4, 9, 1, 0, i, 0, -10, 1, -9
O=C(NCC(c1ccco1)N1CCCCC1)C(c1ccccc1)c1ccccc1 (centres undefined)
→ -0.3, 8, 8, 0, i, 3, 5, -2, 3
Cc1cccc(N2CCN(C(=O)c3ccc(N4CCCC4=O)cc3)CC2)c1C
→ -0.3, -4, -3, 2, i, -3, 8, -4, 3
O=S(=O)(c1ccc2c(c1)CCN2)N1CCCC1
→ 0.5, 9, 0, 3, i, 1, -14, -8, -2
CC[C@@H]1CN(C)[C@H]2Cc3c([nH]c4ccccc34)C(=O)C[C@@H]1[C@@H]2C(=O)OC
→ -0.1, 2, 0, -5, nt, -2, 4, -6, -3
Cc1cccc(OCCn2cc(/C=N/NC(=O)c3ccncc3)c3ccccc32)c1
→ -0.4, -8, 6, 5, i, 1, 6, -6, 12
O=C(CN1C(=O)c2ccccc2S1(=O)=O)NCc1ccccc1
→ -1.1, -8, 0, 1, i, 1, 4, 1, -4
Cc1ccccc1NC(=O)Cn1c(NCC(C)O)nc2ccccc21 (centres undefined)
→ 1.4, -2, 4, 2, i, -2, 4, -7, -6
COc1ccccc1NS(=O)(=O)c1ccc(C)c(NS(=O)(=O)c2cc(C(=O)O)cc(C)c2C)c1
→ -0.1, -6, -3, -3, i, -2, 15, -4, -5
CC1(C)N=C(C(=O)c2ccccc2)N(O)C1(C)O (centres undefined)
→ 0.9, 3, -5, 2, i, 5, 2, 2, -3
CCNS(=O)(=O)c1ccc(CCC(=O)NC2CCCC2)cc1
→ 0.0, -2, 2, 5, i, -4, -2, -2, -12
CCCS(=O)(=O)N1CCCC(C(=O)NCCCN(Cc2ccccc2)C(C)C)C1 (centres undefined)
→ 0.1, -3, -8, -2, i, 1, 5, 0, -8
Cc1cc(N2CCOCC2)nc2ccc(NC(=O)CCC(=O)N3CCN(c4ccc(F)cc4)CC3)cc12
→ 0.9, 3, 1, 4, nt, 1, 3, -13, -4
COc1ccc(N2CCN(C(=O)COC(=O)CC(NC(N)=O)c3ccc(Cl)cc3)CC2)cc1 (centres undefined)
→ 0.2, 2, -8, 1, i, 0, -8, -3, -8
CCC1CCCCN1C(=O)c1ccc([N+](=O)[O-])o1 (centres undefined)
→ 1.8, 16, -3, -1, i, -3, 2, -1, -4
Cc1ccc(N2CCN(CC(O)COC3CCCCC3)CC2)cc1 (centres undefined)
→ 1.9, 12, -2, 7, i, 2, -1, -3, -4
COc1cccc(C(=O)N=c2sc3c(C)ccc(OC)c3n2C)c1
→ -2.0, 11, -14, -3, i, 3, -5, -3, -3
COC(=O)C1=C(C)NC(=O)NC1c1ccc2ccccc2c1 (centres undefined)
→ -0.9, -1, 5, 9, i, -3, -9, -1, -3
O=C(Cn1c2ccccc2c(=O)c2cc([N+](=O)[O-])ccc21)Nc1ccccc1Cl
→ 1.1, -10, -3, -2, i, 4, 10, -2, 27
CCN1CCN(CCCNC(=O)CCC(=O)N2CCOc3ccc(Cl)cc32)CC1
→ 0.1, -9, 0, -2, i, 2, 7, 1, -3
c1ccc(CCc2nn3c(Cc4ccccc4)nnc3s2)cc1
→ 0.6, 3, -3, 5, i, 3, -16, -12, -3

A section taken from the entries so far:
Sequence of screens – MsrA inh, CendR NRP1 mod, eLon inh, MT1-MMP act inh, Neddyl block, Rin1-Abl PPI inh, SKN-1 inh, MsrA act, FAS-TE inh
CCN1CCN(CCCNC(=O)CCC(=O)N2CCOc3ccc(Cl)cc32)CC1
→ 0.1, -9, 0, -2, i, 2, 7, 1, -3
c1ccc(CCc2nn3c(Cc4ccccc4)nnc3s2)cc1
→ 0.6, 3, -3, 5, i, 3, -16, -12, -3

Further records:
Sequence of screens – MsrA inh, CendR NRP1 mod, eLon inh, MT1-MMP act inh, Neddyl block, Rin1-Abl PPI inh, SKN-1 inh, MsrA act, FAS-TE inh
O=C(CCc1ccc(S(=O)(=O)N2CCOCC2)cc1)Nc1nc(COc2ccccc2)cs1
→ 2.5, -1, -1, -2, i, -2, -1, 2, 4
Cc1cccc(C(=O)NCC(=O)N2CCCC2)c1
→ -0.3, 3, -6, 6, i, -2, 11, -2, -5
COc1ccc(C(C)(C)C)cc1NC(=O)c1ccc[n+]([O-])c1
→ -0.8, 17, 1, 0, i, -1, 7, -2, 1
CCN1CCN(c2ccc(S(=O)(=O)N3CCCC3)cn2)CC1
→ 0.3, 10, 4, -4, i, -1, -3, -2, -4
CCOC(=O)CSc1nnc(-c2ccc(S(=O)(=O)NCc3cccs3)cc2)o1
→ -0.8, 7, 2, 7, i, 3, -29, -6, -9
CCOC(=O)c1sc(NC(=O)c2sc(C)nc2C)nc1C
→ 1.4, -1, 2, 3, i, 3, 0, -15, -5
CCN1CCN(c2ccc([N+](=O)[O-])cc2S(=O)(=O)N2CCOCC2)CC1
→ 1.2, -6, 5, -2, i, -3, 7, -5, -4
C[C@H](CO)N1C[C@H](C)[C@@H](CN(C)S(=O)(=O)c2cccs2)Oc2c(NC(=O)Cc3ccccc3)cccc2C1=O
→ -1.0, 5, -4, -4, i, 5, 22, -1, -6
Cc1cccc(NC(=O)CCSc2nncn2C)c1
→ 0.1, -6, 7, 4, i, -1, 3, -1, -8
CN(C)Cc1c(C(=O)N/N=C/CCc2ccccc2)nnn1-c1nonc1N
→ -0.7, -6, -4, 1, i, 1, -1, -1, -6
Cc1ccc(-c2nc(CSCC(=O)NCCCN3CCOCC3)c(C)o2)cc1
→ 0.7, -7, -3, 5, i, 0, 7, -1, -8
O=C(CN1C(=O)c2cccc3cccc1c23)NCc1cccnc1
→ nt, -7, -3, 1, i, -5, 20, -4, -2
N/C(CC(=O)NCCOc1ccccc1)=N\O
→ -1.2, -7, -4, 2, i, 1, 13, -3, -10
Cc1occc1C(=O)NNC(=S)Nc1cccc([N+](=O)[O-])c1
→ 0.3, 24, -6, 7, i, 0, 1, 0, -3
N#CC1(c2ccccc2)CCCN1C(=O)c1ccco1 (centres undefined)
→ -0.3, 12, 4, -2, i, 0, 12, -3, -9
C=CCn1c(=O)c2ccccc2n2c(SCC(=O)Nc3sc(C(=O)N(CC)CC)c(C)c3C(=O)OCC)nnc12
→ 2.1, 3, 2, -7, i, -1, 16, -2, 25
Cc1c(-c2nnc(SCC(=O)O)n2-c2ccccc2Br)nnn1-c1ccccc1
→ 1.7, -8, -6, 4, i, -1, 1, -5, -11
CC(C)n1nc(C(=O)Nc2nnc(C3CC3)s2)c2ccccc2c1=O
→ -0.1, 0, 7, -1, i, 1, -11, -9, -6
CC(=O)Nc1ccc(N/C=C/C(=O)C(C)(C)C)cc1
→ 2.3, -14, -3, -1, i, -4, 6, -3, -3
CCn1cc(Br)c(-c2nc3ccccc3c(=O)n2N)n1
→ 0.6, 4, -2, 5, i, 3, -5, 0, -7
COc1ccc(C(=O)N/N=C/c2ccccc2C(=O)O)cc1OC
→ 0.0, -2, 11, 7, i, -4, 0, -2, -2
Cc1nn(Cc2ccccc2)c(C)c1/C=N/NC(=O)c1ccncc1
→ 2.0, 4, 10, 7, i, 1, 13, -2, -3
CCN1CCc2nc(NC(=O)Cc3ccc4c(c3)OCCO4)sc2C1
→ -0.7, -17, -3, -3, i, 2, -22, -11, -11
COc1ccc(-c2noc(CCCC(=O)NC3CCCCC3)n2)cc1OC
→ -1.8, 10, -2, 0, i, 2, -5, -1, -2
Cc1ccc(NC(=O)CS(=O)CC(=O)N(C(C)C(=O)NC2CCCCC2)C(C)(C)C)cc1 (centres undefined)
→ 1.9, -3, -2, -1, i, 1, -8, -6, -3
CCOC(=O)c1c(-c2ccccc2)csc1NC(=O)CSc1nc(C)cc(C)n1
→ 1.3, 6, -10, -5, i, -1, 1, -1, 12
O=C(Oc1ccc(OC(=O)c2ccco2)c(S(=O)(=O)c2ccc(Cl)cc2)c1)c1ccco1
→ 1.3, -6, 11, 1, i, -2, -5, -7, 19
CCOc1cc(/C=N/N=C/c2ccc(O)c(OCC)c2)ccc1O
→ 6.4*, -1, 1, 1, i, 0, 19, -1, 0
CC(=O)NCCNc1nc2c(-c3ccccc3)nnn2c2ccccc12
→ 1.9, 14, -4, 4, i, -1, 24, -2, 2

An unsorted share of the library, and some 4.2% of all compounds hit somewhere here.
